STAT3 blocker: reduces IL-6 driven STAT3 reporter signal | U3A cells, IL-6 STAT3-luciferase reporter, luminescence; host cell line lacks STAT1 | actives 0.89% (n = 190,000) | inhibition, % at 5.5 µM;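 active = inhibition above the mean inhibition across all screened compounds plus 3 SD, cut at about 44% in these data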;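 also: 0% = DMSO only wells and 100% = 100 µM nifuroxazide control wells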
ROMK mod: modulators of human ROMK potassium channel; P48048; B-score at 10 µM; Tet-inducible ROMK, thallium flux fluorescence; actives lie on both sides; actives 2% (n = 130,000);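 active = signal ratio slope over the read window, or its plate-corrected B-score, at least 3 SD from the plate mean, either direction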;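 also: B-score of the F/F0 ratio slope over 7 to 12 s after thallium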
Target sequence (P48048 whole entry, looked up): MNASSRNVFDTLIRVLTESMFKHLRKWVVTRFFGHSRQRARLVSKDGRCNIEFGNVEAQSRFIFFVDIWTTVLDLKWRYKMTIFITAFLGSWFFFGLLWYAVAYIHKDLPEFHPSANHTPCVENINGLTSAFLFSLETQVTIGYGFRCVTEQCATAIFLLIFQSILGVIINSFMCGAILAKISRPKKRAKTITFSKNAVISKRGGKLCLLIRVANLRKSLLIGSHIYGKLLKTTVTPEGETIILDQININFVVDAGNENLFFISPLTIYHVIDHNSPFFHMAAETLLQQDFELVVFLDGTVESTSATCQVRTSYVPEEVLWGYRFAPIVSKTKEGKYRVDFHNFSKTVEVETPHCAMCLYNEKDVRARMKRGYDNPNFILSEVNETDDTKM
STAT1 act: STAT1 signaling activation. NIH 3T3 STAT1-luciferase reporter, IFN-gamma, luminescence; 100% = IFN-gamma alone, no compound. actives 2.6% (n = 200,000). activation (% of control), % at 5.5 µM. AID 932;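 active = activation above the screen-wide mean activation plus 3 SD, cut at about 130% in these data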;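 also: raw ratio to IFN-gamma control signal so 100% means no change and 0% no light; values of inactives mirror those of a sister screen read the other way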
FLuc stim CS: firefly luciferase counter-screen for stimulation assays; P08659; ATPlite luciferase biochemical, luminescence, 10 min; 0 = ATP-free wells, 1 = DMSO control; activation factor at 10 µM; 200,000 tested, under 10 active; AID 1027;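 active = luciferase activation factor, scaled between plate controls, of at least 2 with compound at 10 µM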
Target sequence (P08659 whole entry, looked up): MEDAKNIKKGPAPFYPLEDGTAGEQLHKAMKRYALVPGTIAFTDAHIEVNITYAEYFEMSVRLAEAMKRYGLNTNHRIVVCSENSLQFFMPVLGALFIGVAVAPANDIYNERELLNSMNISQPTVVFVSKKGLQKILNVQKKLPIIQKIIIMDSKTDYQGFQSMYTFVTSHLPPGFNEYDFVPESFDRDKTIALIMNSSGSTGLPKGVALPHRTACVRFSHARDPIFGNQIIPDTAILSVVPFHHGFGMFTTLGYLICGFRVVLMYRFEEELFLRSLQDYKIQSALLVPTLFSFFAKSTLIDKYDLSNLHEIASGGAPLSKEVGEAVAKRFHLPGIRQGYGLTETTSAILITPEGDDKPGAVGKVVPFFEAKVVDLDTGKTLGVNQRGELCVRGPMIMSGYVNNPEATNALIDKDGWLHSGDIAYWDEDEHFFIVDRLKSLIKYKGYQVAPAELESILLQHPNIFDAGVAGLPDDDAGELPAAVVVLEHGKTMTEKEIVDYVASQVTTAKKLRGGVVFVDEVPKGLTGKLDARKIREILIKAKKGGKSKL
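Material: luciferase plus luciferin reagent, cell-free. Medium: PBS buffer for ATP. Also added: ATP substrate, dispensed from a 10.24 µM working solution in PBS. Doses: test compounds dosed from 2 mM stocks in 100% DMSO. Incubation: 10 min post-reagent at room temperature. Technique: light output (luminescence). Read-out basis: luminescence gain marking luciferase activators.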
STAT3 activator: increases IL-6 driven STAT3 reporter signal; U3A cells, IL-6 STAT3-luciferase reporter, luminescence; 100% = signal with IL-6 EC80 alone; activation (% of control), % at 5.6 µM; actives 0.91% (n = 190,000);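 active = activation above the screen-wide mean of compound activation plus 3 SD, cut at about 130% in these data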;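 also: 0% = background luminescence of wells with medium and substrate only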
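system = STAT3-luciferase reporter U3A cells | reagent = IL-6 stimulus at 33 ng/mL final | timing = 1 h compound pre-exposure, 6 h IL-6 stimulation, 37 °C | measured by = luminescence | evaluation = % activation versus median of IL-6-stimulated wells | control set = IL-6-only wells as 100% reference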
NF-kB neuron act: raises NF-kB expression in human neuronal cells; NF-kB reporter expression; stronger effect = higher value; fold change at 12.5 µM; actives 1.6% (n = 190,000); AID 1239; in the data active = fold change above about 3.3
APP 5'UTR act: activates APP 5'UTR luciferase reporter; SH-SY5Y APP 5'UTR luciferase reporter, luminescence; zero percent = DMSO vehicle wells; actives 1% (n = 190,000); activation, % at 2 µM;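 active = activation above a set limit, based on mean plus 3 SD of controls, cut at about 140% in these data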; also: values of inactives mirror those of a sister screen read the other way
APP 5UTR inh: APP translation inhibition | AID 1285 | inhibition, % at 2 µM | actives 0.82% (n = 190,000) | SH-SY5Y APP 5'UTR-luciferase reporter, luminescence;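 active = inhibition above a set limit, derived from the sample mean plus 3 SD, cut at about 45% in these data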; also: values of inactives mirror those of a sister screen read the other way
STAT1 blocker: reduces IFN-gamma driven STAT1 reporter signal; NIH 3T3 STAT1-luciferase reporter, luminescence; inhibition, % at 5.5 µM; actives 0.35% (n = 200,000);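 active = inhibition above a set limit, the mean inhibition across all tested compounds plus 3 SD, cut at about 34% in these data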;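 also: 0% = IFN-gamma with DMSO and 100% = IFN-gamma with 300 µM nifuroxazide; values of inactives mirror those of a sister screen read the other way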
FLuc inh counter: counter-screen for luciferase assay inhibitors: firefly luciferase inhibition; inhibition, % at 10 µM; ATPLite firefly luciferase biochemical luminescence, 10 min; actives 1.5% (n = 200,000);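 active = inhibition above about 50% when tested at 10 µM, limit read from the data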
Active calls of the source: *; / = not tested or not shown. The list is partial; count on the stated rates, not on these rows.

SMILES	STAT3 blocker	ROMK mod	STAT1 act	FLuc stim CS	STAT3 activator	NF-kB neuron act	APP 5'UTR act	APP 5UTR inh	STAT1 blocker	FLuc inh counter
CC(/C=N/NC(=O)c1n[nH]c2c1CCC2)=C\c1ccccc1	-32	5.5*	122	0.5	127	6.9*	-94	94*	-24	53*
COC(=O)C1C2c3ccccc3OC1(C)N=c1s/c(=C/c3cnn(C)c3C)c(=O)n12 (stereo not given)	-2	/	104	1.1	103	0.7	-10	10	-5	-7
O=c1cccc2n1CC1CC2CN(S(=O)(=O)c2ccc(F)cc2)C1 (stereo not given)	4	0.23	101	1.1	98	1.1	13	-13	-3	-8
Cc1nn(Cc2ccccc2)c(Cl)c1C(=O)OCC(=O)NCC1CCCO1 (stereo not given)	1	1.3	104	1.1	101	0.77	-7	7	-5	-6
Cc1ccc(C2SCC(=O)Nc3c2c(=O)[nH]n3C2CCOC(C)(C)C2)cc1 (stereo not given)	-5	/	93	1.1	104	0.95	9	-9	8	-7
CC(NCC#Cc1ccccc1)C(O)c1ccccc1 (stereo not given)	-8	0.062	100	1.1	111	0.96	-13	13	-3	-6
COc1ccc(C(=O)C2CCCN(Cc3cnc(C)s3)C2)cc1OC (stereo not given)	9	0.2	92	1.1	97	1	-1	0	7	-6
CCCCn1c(O)c(C(C)=NCC2CCCO2)c(=O)[nH]c1=O (stereo not given)	14	1.2	105	1.1	93	1.1	-17	17	-6	-9
Cc1ccc(C2=NN(CCC(=O)N3CCC4(CC3)OCCO4)C(=O)CC2)cc1	-2	-0.41	101	1.1	108	1	2	-2	0	-6
CC(Cc1ccccc1Sc1ccccc1)N(C)C (stereo not given)	22	-0.17	100	1	84	1.4	16	-16	1	-3
Cc1[nH]c2ccccc2c1C(=O)C(=O)N1CC2CC(C1)c1cccc(=O)n1C2 (stereo not given)	13	-0.5	93	1.1	95	1.1	18	-18	8	-8
COc1ccc(NC2(C#N)CCCCC2)cc1	-3	-0.19	110	1	108	0.99	5	-5	-10	-1
O=C(c1ccc2c(c1)OCO2)N1CCC2(CC1)OCCO2	7	/	106	1.1	99	1.1	0	0	-6	-6
CCC(C)N1C(=O)NC(=O)C2(Cc3c(ccc4ccccc34)N(C)C2)C1=O (stereo not given)	-23	-2.5	101	1.1	122	0.42	9	-9	-1	-6
CN1C(=O)C(C2(C#N)CCCCC2)C(=O)N(C)C1=O	5	-0.42	104	1	99	1.1	3	-3	-5	-4
CC1C(c2cccs2)=[N+]([O-])C(C)(C(=O)c2cccs2)N1O (stereo not given)	8	0.55	90	1.1	96	1.6	-18	18	11	-6
CCn1c(O)c(/C(C)=N/N2CCCCC2c2cccnc2)c(=O)[nH]c1=S (stereo not given)	16	/	87	1.1	87	1.1	10	-10	14	-8
CCC(COC(=O)NC)NC(=O)Oc1cccc(C)c1 (stereo not given)	3	/	99	1.1	101	0.98	-13	13	1	-7
Cc1[nH]c2ccccc2c1/C=N/O	4	0.55	105	1	99	1.1	-6	6	-5	1
CCC(C)n1c(O)c(C=Nc2cccc(C(F)(F)F)c2)c(=O)[nH]c1=S (stereo not given)	-3	0.0051	99	1.1	104	1.1	-20	20	0	-7
COc1ccc(OC)c(CC(=O)O)c1	5	0.39	99	1	98	1.4	-12	12	1	-1
COc1cc2c(cc1OC)-c1c(OC)c(OC)cc3c1[C@H](C2)N(C)CC3	17	-1.3	105	1.1	84	0.96	1	0	-5	-8
CC(C)(O)[C@H]1O[C@H]2CC[C@@]3(C)[C@@](O)(CC[C@H]4Cc5c([nH]c6ccccc56)[C@@]43C)C2=CC1=O	-10	0.27	109	1.1	110	0.87	-5	5	-11	-6
O=C1NC(=O)N(c2cccc(Cl)c2)C(=O)/C1=C\c1ccc(Sc2nc3ccccc3[nH]2)o1	10	0.1	94	1	95	1.3	16	-16	7	4
CCCS(=O)(=O)N1CCC(C(=O)N2CCC3(CC2)OCCO3)CC1	-1	/	100	1	104	1.4	3	-3	1	0
CCOC(=O)c1c(-n2c(C)cc(/C=C3\C(=O)NC(=O)N(C)C3=O)c2C)sc2c1CCCC2	1	1.4	101	1.1	105	1.2	16	-16	-2	-11
COc1cc2c(C(=O)O)c(C)n(C)c2cc1Br	15	0.36	103	1	89	1	4	-4	-2	-1
Cc1ccc(-n2c(C)nc3ccccc3c2=O)cc1C	12	-0.75	91	1.1	93	1	1	-1	8	-8
CCC(=O)c1ccc(OC(=O)N(C)c2ccccc2)cc1	3	-0.78	114	1	99	2.8	102	-102	-15	0
CCOc1ccccc1-n1c(O)c(C=NCc2ccc3c(c2)OCO3)c(=O)[nH]c1=O	8	/	96	1	97	1.2	-5	5	4	-2

Single records (already shown).
Shown for CN1C(=O)C(C2(C#N)CCCCC2)C(=O)N(C)C1=O = STAT3 blocker = 5; ROMK mod = -0.42; STAT1 act = 104; FLuc stim CS = 1; STAT3 activator = 99; NF-kB neuron act = 1.1; APP 5'UTR act = 3; APP 5UTR inh = -3; STAT1 blocker = -5; FLuc inh counter = -4
Shown for COc1ccc(NC2(C#N)CCCCC2)cc1 = STAT3 blocker = -3; ROMK mod = -0.19; STAT1 act = 110; FLuc stim CS = 1; STAT3 activator = 108; NF-kB neuron act = 0.99; APP 5'UTR act = 5; APP 5UTR inh = -5; STAT1 blocker = -10; FLuc inh counter = -1

Next section.
SMILES	STAT3 blocker	ROMK mod	STAT1 act	FLuc stim CS	STAT3 activator	NF-kB neuron act	APP 5'UTR act	APP 5UTR inh	STAT1 blocker	FLuc inh counter
Cc1ccsc1C(=O)C1CCCN(Cc2cccc(-n3cccn3)c2)C1 (stereo not given)	2	0.045	92	1	102	0.72	15	-15	8	-1
CN(C)C(=O)Oc1cc(=O)n2c3c(cccc13)CCC2	9	-1.5	97	1	92	1.2	-22	22	3	-4
O=C1NC(=O)N(CCC2=CCCCC2)C(=O)/C1=C/c1ccc(O)cc1	4	-0.6	106	1.1	99	0.88	-25	25	-6	-6
COc1cc(OC)c(OC)cc1CNC(C)C(O)c1ccccc1 (stereo not given)	-4	0.049	103	1	107	1.2	10	-10	-2	-2
NC(=O)Nc1ccc(C(=O)OCC(=O)Nc2ccc(Cl)cc2C(=O)c2ccccc2)cc1	0	0.12	99	1	98	1.1	-2	2	4	-3
Cn1cc[n+](C)c1P(=S)(c1ccccc1)c1ccccc1	2	0.13	98	1.1	100	1.1	25	-24	0	-7
Cc1ccc(OCC(=O)N2CCN(Cc3cccnc3)CC2)cc1	2	-0.69	106	1	101	0.98	2	-2	-7	-1
CC1=NN(c2ccccc2)C(=O)C1/C=C1\C(=O)NC(=O)N(c2ccc(C)c(C)c2)C1=O (stereo not given)	-74	-1.3	98	0.9	162*	0.91	-14	14	2	13
CC1CN(c2ccc([N+](=O)[O-])c3cccnc23)CC(C)N1 (stereo not given)	4	-2.6	100	1.1	102	0.97	-16	16	0	-8
O=c1c2ccccc2nc(-c2cccs2)n1-c1cnccn1	7	/	104	1	100	1	1	-1	-5	-1

Structures above containing a thiophene ring, fused or not, in the order listed:
SMILES	STAT3 blocker	ROMK mod	STAT1 act	FLuc stim CS	STAT3 activator	NF-kB neuron act	APP 5'UTR act	APP 5UTR inh	STAT1 blocker	FLuc inh counter
CC1C(c2cccs2)=[N+]([O-])C(C)(C(=O)c2cccs2)N1O (stereo not given)	8	0.55	90	1.1	96	1.6	-18	18	11	-6
CCOC(=O)c1c(-n2c(C)cc(/C=C3\C(=O)NC(=O)N(C)C3=O)c2C)sc2c1CCCC2	1	1.4	101	1.1	105	1.2	16	-16	-2	-11
Cc1ccsc1C(=O)C1CCCN(Cc2cccc(-n3cccn3)c2)C1 (stereo not given)	2	0.045	92	1	102	0.72	15	-15	8	-1
O=c1c2ccccc2nc(-c2cccs2)n1-c1cnccn1	7	/	104	1	100	1	1	-1	-5	-1

Next results follow:
SMILES	STAT3 blocker	ROMK mod	STAT1 act	FLuc stim CS	STAT3 activator	NF-kB neuron act	APP 5'UTR act	APP 5UTR inh	STAT1 blocker	FLuc inh counter
CCOC(=O)C1(CCc2ccccc2)CCN(Cc2ccco2)CC1	-4	-2.3	97	1	108	/	-4	4	2	0
CC(=O)c1c(C)n(CC2CCCO2)c2ccc(O)cc12 (stereo not given)	6	/	99	1.1	98	1.2	15	-15	1	-6
CCC(=NC1CC1)c1c(O)n(C2CCCCC2)c(=O)[nH]c1=O	-4	-0.59	99	1.1	106	0.81	-22	22	1	-6
O=c1c2ccccc2nc(CSc2ncnc3nc[nH]c23)n1-c1ccccc1Cl	7	0.36	97	1	95	0.61	-5	5	5	0
O=Cc1cn(Cc2ccc(F)cc2Cl)c2ccccc12	22	-1.7	92	1.1	84	0.82	-16	16	9	-7
Cc1cc(C=C2C(=O)NC(=S)NC2=O)c(C)n1C1CCCC1	-11	-3.6	136*	0.2	112	1.6	22	-22	-41	77*
COc1ccc(CC2(CCc3ccncc3)C(=O)NC(=O)NC2=O)c(OC)c1	4	0.39	106	1	99	1.1	-5	5	-9	0
N#CC[N+]1(CCCNP2(=O)C=C(c3ccccc3)OC(c3ccccc3)=C2)CCOCC1	-4	0.039	104	1.1	107	1.2	-9	9	-7	-8
Cc1ccc2c(c1)C1CN(C)CCC1N2S(=O)(=O)c1ccccc1 (stereo not given)	4	/	100	1	102	1.2	3	-3	0	-3
Nc1ccc(Cl)cc1C(=O)c1ccccc1	5	-1.1	105	1.1	98	1.1	27	-27	-7	-7
COc1ccc(-c2cc(=Nc3cccc(C(=O)O)c3)c3cc(C)ccc3o2)cc1	19	0.095	136*	0.6	90	2.2	139*	-139	-42	40

Reformatted field by field: 2 of the compounds above
> Nc1ccc(Cl)cc1C(=O)c1ccccc1
- STAT3 blocker = 5
- ROMK mod = -1.1
- STAT1 act = 105
- FLuc stim CS = 1.1
- STAT3 activator = 98
- NF-kB neuron act = 1.1
- APP 5'UTR act = 27
- APP 5UTR inh = -27
- STAT1 blocker = -7
- FLuc inh counter = -7
> COc1ccc(-c2cc(=Nc3cccc(C(=O)O)c3)c3cc(C)ccc3o2)cc1
- STAT3 blocker = 19
- ROMK mod = 0.095
- STAT1 act = 136*
- FLuc stim CS = 0.6
- STAT3 activator = 90
- NF-kB neuron act = 2.2
- APP 5'UTR act = 139*
- APP 5UTR inh = -139
- STAT1 blocker = -42
- FLuc inh counter = 40

Bioassay records deposited in PubChem by several laboratories.
